Source: PubChem (National Center for Advancing Translational Sciences (NCATS))
KDM5B inh = KDM5B demethylase inhibition; Potency, µM (highest dose often 57.7 µM), for the others: at the highest dose activity change, negative = inhibition, usual class: inhibitors; Q9UGL1; AID 1347165; 220,000 tested, 2.6% active; KDM5B demethylase, FDH-coupled NADH fluorescence (FDH is formaldehyde dehydrogenase); active = well fitted inhibition curve with a large enough effect; inconclusive = small, poorly fitted or top-dose-only effect; inactive = no such curve, though single readings can be large or run the other way; note: 0% is about no effect; nearly all actives have a fitted effect of over 70% in size
Target sequence (Q9UGL1 whole entry, looked up): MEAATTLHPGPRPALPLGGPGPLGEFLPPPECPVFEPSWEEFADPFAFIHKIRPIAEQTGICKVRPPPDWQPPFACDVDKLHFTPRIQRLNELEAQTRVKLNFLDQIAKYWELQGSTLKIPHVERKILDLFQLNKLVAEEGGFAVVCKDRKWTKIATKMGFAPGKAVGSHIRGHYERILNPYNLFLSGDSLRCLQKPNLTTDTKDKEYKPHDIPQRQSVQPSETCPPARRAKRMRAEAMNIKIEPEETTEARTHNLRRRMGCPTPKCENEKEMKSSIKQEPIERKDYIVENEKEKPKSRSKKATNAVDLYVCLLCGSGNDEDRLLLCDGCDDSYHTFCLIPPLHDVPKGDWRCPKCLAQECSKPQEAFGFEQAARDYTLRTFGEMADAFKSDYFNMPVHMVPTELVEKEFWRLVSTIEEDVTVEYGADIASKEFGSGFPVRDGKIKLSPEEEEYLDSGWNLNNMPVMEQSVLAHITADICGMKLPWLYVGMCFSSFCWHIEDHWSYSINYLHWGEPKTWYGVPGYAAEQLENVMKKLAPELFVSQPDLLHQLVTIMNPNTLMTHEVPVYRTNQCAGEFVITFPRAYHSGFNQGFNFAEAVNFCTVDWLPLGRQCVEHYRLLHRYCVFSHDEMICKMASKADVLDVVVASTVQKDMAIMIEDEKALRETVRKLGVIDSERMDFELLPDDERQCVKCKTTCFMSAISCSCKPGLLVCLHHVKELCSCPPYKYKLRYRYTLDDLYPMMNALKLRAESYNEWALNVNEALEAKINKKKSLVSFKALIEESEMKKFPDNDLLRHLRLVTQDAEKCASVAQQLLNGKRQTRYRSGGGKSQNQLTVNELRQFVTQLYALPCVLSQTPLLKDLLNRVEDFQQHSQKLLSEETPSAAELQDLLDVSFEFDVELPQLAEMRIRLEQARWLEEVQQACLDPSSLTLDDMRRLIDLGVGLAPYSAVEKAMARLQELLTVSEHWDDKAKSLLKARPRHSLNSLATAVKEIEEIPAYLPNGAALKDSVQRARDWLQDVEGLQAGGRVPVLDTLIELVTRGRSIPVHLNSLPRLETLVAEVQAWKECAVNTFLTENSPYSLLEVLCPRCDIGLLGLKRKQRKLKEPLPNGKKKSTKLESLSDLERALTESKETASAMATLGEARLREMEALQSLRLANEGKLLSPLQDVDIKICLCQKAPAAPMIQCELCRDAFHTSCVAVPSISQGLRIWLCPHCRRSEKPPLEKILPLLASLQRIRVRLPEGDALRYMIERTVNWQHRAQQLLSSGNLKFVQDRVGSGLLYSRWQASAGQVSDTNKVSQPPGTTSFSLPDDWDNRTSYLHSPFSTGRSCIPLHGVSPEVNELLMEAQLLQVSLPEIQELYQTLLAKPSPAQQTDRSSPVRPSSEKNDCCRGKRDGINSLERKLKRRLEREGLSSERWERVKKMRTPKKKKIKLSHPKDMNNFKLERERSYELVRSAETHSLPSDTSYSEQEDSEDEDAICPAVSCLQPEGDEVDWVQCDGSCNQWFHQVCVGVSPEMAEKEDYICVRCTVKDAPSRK
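qHTS format, multiple compound concentrations. Buffer 50 mM HEPES pH 7.5/0.01% Tween-20; 200 nM KDM5BΔAP final; 10 min compound preincubation; substrate-mix levels 12.5 µM peptide, 25 µM α-KG, 0.25 mM NAD⁺; 30 min RT; ΔRFU.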
Numbers without * were called inactive; ? = inconclusive; [ ] = dose if it differs, or a comment. Potency is the fitted concentration of half-maximal effect.

SMILES | KDM5B inh
CC(NC(=O)c1ccc(O)c(Cl)c1)c1ccccc1F (stereo unspecified) | 16.9%
O=C(NC1CCCc2c1[nH]c1ccccc21)c1n[nH]c2c1CCCC2 (stereo unspecified) | 14.1µM*
O=C(c1ccon1)N1CC[C@@H]2[C@@H](CCC(=O)N2CC2CCNCC2)C1 | -1.1%
CC(C)c1cccc(C(C)C)c1NS(=O)(=O)c1cccs1 | -12.9%
O=C(NCCc1ccc(Cl)cc1)C1COc2ccccc2C1 (stereo unspecified) | 10.9%
CCOC(=O)c1ccc(NC(=O)CCn2c(=O)oc3ccccc32)cc1 | -4.6%
Cc1ccc(C)c(OCCn2c(C3CC(=O)N(Cc4ccc(F)cc4)C3)nc3ccccc32)c1 (stereo unspecified) | -28.4%
Cc1ccc([S+](=O)([O-])N2CCC(N3CC4CCCN4C3=O)CC2)cc1 (stereo unspecified) | -2.0%
COCCCNC(=O)c1cc2c(=O)[nH]c(C)cn2n1 | -16.7%
Cc1ccc2[nH]cc(CCNC(=O)c3ccc(F)c(F)c3)c2c1 | 9.9%
O=C(Nc1cccc(F)c1)N1CCC(Oc2ncccc2C(=O)N2CCCCC2)C1 (stereo unspecified) | -13.9%
CSCCc1nc(SCC(=O)Nc2ccc(C)cc2)[nH]c1C | -12.1%
O=C(Nc1cccc(Cl)c1)N1CCC(c2noc(COc3cccnc3)n2)CC1 | 22.1%
O=C(CCS(=O)(=O)c1ccc2c(c1)CCN2C(=O)C1CC1)NC1CCCCCC1 | 9.3%
CCCOc1ccc(-c2csc(-c3ccc(Cl)cc3)n2)cc1 | 26.0%
CC(C)OCCCn1c(=O)c2ccccc2n2c(-c3ccccc3F)nnc12 | ?
S=c1[nH]ccn1-c1cccc(Cl)c1Cl | 18.3%
Cc1ccc2c(c1)nc1n2[C@@H](CNCc2nccn2C)COC1 | -20.2%[86.2 µM]
CN(C(=O)CSc1nnc(-c2ccncc2)n1-c1ccccc1)C1CCS(=O)(=O)C1 (stereo unspecified) | -13.5%
CCOC(=O)C1=CN(CC(=O)N(CC)c2cccc(C)c2)S(=O)(=O)N=C1C | 31.2%[activator]
COc1cc(C2C(C(=O)Nc3ccccc3C)=C(C)Nc3ncnn32)ccc1OCC(N)=O (stereo unspecified) | -25.9%
c1ccc(-c2nn3c(Cn4cnc5ccccc54)nnc3s2)cc1 | 9.4%
COCc1cc(C)nc2sc3c(c12)NC(c1ccccc1C(=O)O)N(c1ccc(OC)cc1)C3=O (stereo unspecified) | ?
CN(CC1CCOCC1)C(=O)c1cccs1 | 17.6%
COc1ccc(C)cc1NC(=O)C1CN(S(=O)(=O)c2cccnc2)CC12CCCCC2 (stereo unspecified) | -15.7%

Continued.
SMILES | KDM5B inh
O=C(NC1CCCCC1)c1ccc(Cn2c(SCc3ccccc3F)nc3cccnc32)cc1 | ?
Cc1ccc(-c2cc(C(=O)N(Cc3ccc(F)cc3)Cc3ccco3)no2)cc1 | -0.3%
Cc1c(C)n(-c2ccccc2)c2ncnc(NCCN(C)C)c12 | -5.3%
COc1ccc(C(=O)N2CCCCCNC(=O)[C@@H]3CCC[C@@H]32)cn1 | -0.1%
CCN1CC(c2ccccc2)CC2(CCN(C(=O)c3cnc(C)nc3)CC2)C1 (stereo unspecified) | 33.5%[activator]
COCc1ccc2c(c1)c(OC(C)(C)C(=O)NCC(F)(F)F)nn2Cc1ccccc1 | ?
Cc1nnc(CSc2nnc(Nc3cccc(C)c3C)s2)o1 | 12.9%
COc1ccc(Cn2c(=O)[nH]c3cc(C(=O)N4CCN(c5cc(Cl)ccc5C)CC4)ccc3c2=O)cc1 | 3.5%
Cc1cccc(OCC(=O)Nc2ccc3nc(Nc4cccc(C(F)(F)F)c4)cc(C)c3c2)c1 | ?
CC12CCC(C(=O)Nc3ccccc3)(CC1=O)C2(C)C (stereo unspecified) | 15.4%
CCOC(=O)C1=NNC2C(=O)N(Cc3ccccc3)C(=O)C12 (stereo unspecified) | 10.0%
O=C(c1cccc(Br)c1)N1CCN(c2cc(-c3ccc(F)cc3)[nH]n2)CC1 | -18.9%
O=C(N/N=C/c1c[nH]c2ccccc12)c1cc(Cl)ccc1O | ?
O=C(COc1ncnc2c(Cl)cc(Cl)cc12)Nc1ccc(F)c(Cl)c1 | -1.4%
O=C1NCCCCCN(C(=O)CC2CCCCC2)[C@@H]2C[C@@H](C(=O)N3CCc4ccccc4C3)C[C@H]12 | -4.2%
c1ccc(C2CCN(c3ccc4nnc(-c5ccccn5)n4n3)CC2)cc1 | 5.9%[86.2 µM]
CCOc1ccc(CN(CCc2ccc3c(c2)OCO3)Cc2cc(OC)c(OC)cc2OC)cc1 | ?
C=CCNC(=O)c1cn2c(n1)CN(C(=O)OCc1ccccc1)CC2 | 13.3%[149 µM]
CCOC(=O)C1CCCN(c2c(NCCC(C)C)c(=O)c2=O)C1 (stereo unspecified) | 23.7%
CC(C)(C)NC(=O)CN(CCN1CCOCC1)C(=O)CNS(=O)(=O)c1ccc(Cl)cc1 | -3.2%
COC(=O)c1nnn(CC(=O)Nc2ccc(Br)cc2F)c1C(=O)OC | -19.0%
C(=N\Nc1ccccc1)/c1cc(/C=N/Nc2ccccc2)cc(/C=N/Nc2ccccc2)c1 | -13.7%
CCCn1c(=O)[nH]c(=O)c2c3c(cnc21)C(=O)CC(c1ccco1)C3 (stereo unspecified) | -16.1%
COc1ccccc1CNC(=O)C(NS(=O)(=O)c1ccc2c(c1)CCN2C(C)=O)C(C)C (stereo unspecified) | -17.8%
COc1ccc(-c2nc(N)ncc2-c2ccccc2OC)c(O)c1 | 5.7%

Continuation:
SMILES | KDM5B inh
CC(C)C[C@H]1CCC[C@H](CC(C)C)[N+]1(C)C | 9.0%
CCS(=O)(=O)N1CCC(NC(=O)c2ccccc2C(=O)c2ccc(C)cc2)CC1 | -16.5%
Cc1ccc(C)c(C(=O)CSc2nc3cc(C(=O)NC4CCCC4)ccc3c(=O)n2CC2CCCO2)c1 (stereo unspecified) | -2.1%
O=C(Nc1ccccc1Cl)c1ccccc1-c1ccccc1 | 11.2%
COc1cccc(OC)c1C(=O)Nc1cc(C)c(O)c(-c2nc3ccccc3o2)c1 | 15.2%
COc1ccc(NC(=O)C2CCC(CNS(=O)(=O)c3cccs3)CC2)cc1OC (stereo unspecified) | -5.6%
Cc1cc2[nH]c(C(=O)O)cc2c2ccccc12 | ?
O=C(NCc1ccccc1F)C1CCCN(C(=O)N2CCOc3ccccc32)C1 (stereo unspecified) | -22.5%
Cn1c(=O)c2c(ncn2CC(=O)N2N=C(c3ccc(Cl)cc3)CC2c2ccco2)n(C)c1=O (stereo unspecified) | 4.2%
CCOC(=O)c1noc2nc(C)n(Cc3ccc([N+](=O)[O-])cc3)c(=O)c12 | -13.9%
N#Cc1ccc(CN2CCC(N3CCOCC3=O)CC2)cc1 | 11.6%[149 µM]
NC(=O)C1(N2CCCCC2)CCN(C(C(=O)O)c2ccc(N)c(F)c2)CC1 (stereo unspecified) | -29.1%
CC1(C)[C@H]2CC[C@@H](CNC(=O)C3CC3)[C@@H]1C2 | -3.2%[115 µM]
CCCCNC(=O)c1ccc2c(c1)NC(=O)C(CS(=O)(=O)Cc1ccc(F)cc1Cl)N2 (stereo unspecified) | ?
Cn1c(CCC(=O)N2CC[C@H](O)C2)nc2cc(S(=O)(=O)N3CCCC3)ccc21 | 23.4%
O=C(c1ccccc1Cl)N1CCN(C(=O)c2nnn3c2COC(c2ccccc2)C3)CC1 (stereo unspecified) | 16.6%
CCC(C)NC(=O)CSc1nc2c(sc3ccccc32)c(=O)n1Cc1ccccc1Cl (stereo unspecified) | 12.9%
Cc1cn2nnc(C(=O)N3CCC(C(=O)Nc4ccc(F)c(Cl)c4)CC3)c2c(=O)[nH]1 | 1.4%
CNC(=O)c1cn2c(n1)CN(C(=O)c1cccnc1)CC2 | 6.4%[149 µM]
CCCCN(Cc1ccccc1)c1ccc(NS(=O)(=O)c2cc(C)cc(C)c2)cc1C(=O)O | -5.2%
COc1ccc(NC(=O)CSc2nnc(-c3ccc(C)cc3)o2)cc1 | -2.0%
CC(C)(CCO)NC(=S)NC1CC2C=CC1C2 (stereo unspecified) | 2.1%
N#Cc1ccc(NC(=O)NCc2cccnc2)cc1 | 0.9%
O=C(CN1CCN(Cc2ccccc2)CC1)N/N=C/c1ccccc1F | 28.9%
CCOC(=O)C(NC(=O)CCNC(=O)c1ccccc1)C(=O)OCC | 8.7%

Reformatted: entries from further up.
> N#Cc1ccc(CN2CCC(N3CCOCC3=O)CC2)cc1
  KDM5B inh: 11.6%[149 µM]

> NC(=O)C1(N2CCCCC2)CCN(C(C(=O)O)c2ccc(N)c(F)c2)CC1 (stereo unspecified)
  KDM5B inh: -29.1%

> CC1(C)[C@H]2CC[C@@H](CNC(=O)C3CC3)[C@@H]1C2
  KDM5B inh: -3.2%[115 µM]

> CCCCNC(=O)c1ccc2c(c1)NC(=O)C(CS(=O)(=O)Cc1ccc(F)cc1Cl)N2 (stereo unspecified)
  KDM5B inh: ?

Next structures.
SMILES | KDM5B inh
COc1cc(C(=O)Nc2ccc3oc(-c4ccccc4C)nc3c2)cc(OC)c1OC | ?
Cc1ccc(NC(=O)C2CCCN2S(=O)(=O)c2cccc3nsnc23)cc1Cl (stereo unspecified) | -16.0%
CCNC(=O)N1CCc2c(sc3ncnc(NCC)c23)C1 | 31.6µM*
COc1ccc(N=C2S[C@H]3[C@H]([C@@H](O)[C@H](O)C[C@@H]3C(N)=O)N2Cc2ccc(-c3ccccn3)cc2)cc1 | -23.3%
Cc1cc(C)cc(NC(=O)Cn2c(=O)oc3cc(S(=O)(=O)N4CCCC4)ccc32)c1 | -13.2%
Cc1cc(=O)n2nc(N3CCC(C(=O)NCc4ccccc4F)CC3)sc2n1 | 4.6%
N#Cc1ccc(CC(=O)N2CC(CNC(=O)c3cccnc3)C3(C2)CN(c2ccccc2)C3)cc1 (stereo unspecified) | -14.2%
CC1Oc2ccc(NS(=O)(=O)c3cccc(Cl)c3)cc2CN(Cc2ccccc2Cl)C1=O (stereo unspecified) | ?
COC(=O)CNC(=O)c1cc(-c2ccc(Cl)cc2Cl)c2cnn(C)c2n1 | ?
COc1cccc2cc(-c3nc(-c4ccccc4F)no3)c(=O)oc12 | ?
CC(=O)N1CCCN(c2ncnc3c2CN(c2ccc([N+](=O)[O-])cc2)C(=O)N(C)C3)CC1 | -14.8%
CS(=O)(=O)Oc1ccc2c(=O)c(-c3ccc(Br)cc3)coc2c1 | 13.9%
Cc1ccc(-c2nc(C#N)c(N3CCN(C(=O)c4ccco4)CC3)o2)cc1 | -21.8%
CNC(=O)CNc1nc(-c2ccsc2)nc2ccccc12 | -22.6%
Cc1ccc(C2(O)CCN(C(=O)CCn3cnc4ccccc43)CC2)nc1 | 27.2%
COc1ccc(NC2CCCN(C(=O)c3ccccc3C(F)(F)F)C2)cc1OC (stereo unspecified) | -18.6%
CCOC(=O)c1ccc(NC(=O)CSc2nc3ncc(Br)c(C)c3[nH]2)cc1 | -25.5%
Cc1ccc(-c2ccc(=O)n(Cc3ccc(F)cc3Cl)n2)cc1 | -9.9%
Cc1ccccc1CS(=O)(=O)N1CCC(C(=O)N2CCN(c3cccc(Cl)c3)CC2)CC1 | 5.4%
COc1ccc(/C=N/n2cnc3c(sc(=S)n3-c3ccccc3)c2=O)cc1 | -1.2%
O=C(c1ccccc1)N1CCC(N2CCOCC2=O)CC1 | -5.7%[149 µM]
CC(C)c1nn2c(=O)cc(COC(=O)c3ccc(NC(=O)CCc4ccccc4)cc3)nc2s1 | 5.7%
O=C(c1ccc2c(c1)OCO2)N1CCCC1c1nnc2n1CCNC2 (stereo unspecified) | ?
CCC(=O)N1Cc2ccccc2CC2(CCCN(CC3CCNC3)C2)C1 (stereo unspecified) | -3.8%[149 µM]
COCCNC(=O)[C@@H]1CSC2c3ccccc3C(=O)N21 (stereo partly specified) | 17.5%

Arranged by value in KDM5B inh (low to high): 4 of the compounds above.
SMILES | KDM5B inh
COc1ccc(C)cc1NC(=O)C1CN(S(=O)(=O)c2cccnc2)CC12CCCCC2 (stereo unspecified) | -15.7%
Cc1ccc([S+](=O)([O-])N2CCC(N3CC4CCCN4C3=O)CC2)cc1 (stereo unspecified) | -2.0%
CC(C)(CCO)NC(=S)NC1CC2C=CC1C2 (stereo unspecified) | 2.1%
CCC(C)NC(=O)CSc1nc2c(sc3ccccc32)c(=O)n1Cc1ccccc1Cl (stereo unspecified) | 12.9%

(further entries)
SMILES | KDM5B inh
CCN1CCN(C(C)CNC(=O)NCc2nc(C)cs2)CC1 (stereo unspecified) | 4.1%
COc1cc(F)ccc1-c1nc(-c2c(C)noc2C)cc2cc(C)oc12 | ?
CCOC(=O)/C(C#N)=C/c1c(N2CCN(C)CC2)nc2c(C)cccn2c1=O | -10.8%
Cc1c(Cl)cccc1NC(=O)c1ccc(C(=O)Nc2cccc(Cl)c2C)cc1 | -12.1%
Cc1nn(C)c(C)c1CNC(=O)C1CC(=O)N(c2n[nH]c3ccccc23)C1 (stereo unspecified) | 12.2%
COc1ccc(-c2cc(C(=O)O)c3c(C)cc(C)cc3n2)cc1 | ?
O=C(NCc1ccccc1Cl)c1ccc2oc(=O)n(Cc3ccccc3)c2c1 | -9.2%
CC(C)c1noc(-c2ccccc2OCC(=O)NCc2ccc(Cl)cc2)n1 | -9.9%
CCOC(=O)C1CCN(C(=O)CCS(=O)(=O)c2cc3c(cc2Cl)NC(=O)CO3)CC1 | 3.5%
O=c1oc2ccc(Cl)cc2cc1-c1csc(Nc2ccc(F)cc2)n1 | 9.3%
Cc1cnc(C(=O)NCC(=O)N2CCCCCNC(=O)CC2c2ccccc2)cn1 (stereo unspecified) | -23.8%
C[C@H](O)c1onc(-c2ccc(Cl)cc2)c1C(=O)NC1CC1 | 13.2%[86.2 µM]
O=S(Cc1ccc(Cl)cc1)Cc1cccc(Cl)c1 (stereo unspecified) | -19.7%

Only part of the results is shown, so the mix of outcomes need not match the whole.
